AMA1-RON2 inh – qHTS for Inhibitors of AMA1-RON; Towards Development of Antimalarial Drug Lead: Primary Screen; AlphaScreen AMA1-biotinylated RON2 peptide binding; Potency, µM (highest dose often 58.2 µM), without a hit: at the highest dose activity change, negative = inhibition, usual class: inhibitors; 360,000 tested, 0.2% active; Plasmodium falciparum AMA1 (3D7) - RON2 peptide interaction;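 note: potency is the fitted concentration of half-maximal effect; 0% = vehicle wells and -100% = peptide control; nearly all actives have a fitted effect of over 45% in size; some results filed as inactive show a strong effect at the top dose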
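AMA1 (3D7) with his tag at 25 nM final met compounds first, then biotinylated RON2 peptide at 25 nM; detection used donor plus acceptor beads, 10 µg/mL apiece, read by AlphaScreen after 30 min at room temperature.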
AmpC no deterg – qHTS Inhibitors of AmpC Beta-Lactamase (assay without detergent) | P00811 | AmpC nitrocefin hydrolysis, absorbance 480 nm, 0.0001% Triton | AID 485341, 2010 | 330,000 tested, 0.52% active | Potency, µM (titrated, usually from 57.1 µM), for inactives: top-dose activity change, negative = inhibition, usual class: inhibitors;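 note: potency is the fitted concentration of half-maximal effect; plate controls were no compound for no effect and no enzyme for full effect; nearly all actives have a fitted effect of over 20% in size; some results filed as inactive show a strong effect at the top dose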
Target sequence (P00811 whole entry, looked up): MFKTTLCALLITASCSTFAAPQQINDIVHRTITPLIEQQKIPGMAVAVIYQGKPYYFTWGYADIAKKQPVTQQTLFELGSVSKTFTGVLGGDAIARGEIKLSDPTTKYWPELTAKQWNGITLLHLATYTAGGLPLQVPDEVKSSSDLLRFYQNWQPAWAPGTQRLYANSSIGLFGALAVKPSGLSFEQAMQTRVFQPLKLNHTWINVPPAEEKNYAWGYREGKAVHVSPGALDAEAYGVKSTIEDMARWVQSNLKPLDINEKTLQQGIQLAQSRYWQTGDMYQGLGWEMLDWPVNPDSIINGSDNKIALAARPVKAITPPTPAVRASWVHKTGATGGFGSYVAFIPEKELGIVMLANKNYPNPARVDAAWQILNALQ
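AmpC (5.3 nM in the dispensed reagent) in 20 mM phosphate pH 7.0 with 0.01% (detergent screen) or 0.0001% Triton X-100 was preincubated with compounds for 15 min at room temperature. Nitrocefin was then added from an 800 uM solution, and hydrolysis was followed at 480 nm.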
HCMV inh – qHTS Assay for inhibitors of the human cytomegalovirus (HCMV). activity change, negative = inhibition, % at 57.5 µM. HFF cells, HCMV-luciferase reporter, 72 h; stronger effect = lower value. 410,000 tested, 4.5% active. AID 1259415, 2018; in the data active = activity change below about -60%; inconclusive = no clear call, values can overlap the other calls; inactive = above about -39%
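Two-dose cell screen: HFF monolayers treated with compounds and infected with luciferase-expressing HCMV at 1 PFU/cell, 72 h at 37C, then lysed for luciferase measurement.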
FBPA Giardia inh – qHTS Assay for Inhibitors of Fructose-1,6-bisphosphate Aldolase from Giardia Lamblia. 290,000 tested, 0.71% active. Potency, µM (top dose mostly 59.6 µM), without a hit: at the highest dose activity, negative = inhibition, hits mostly inhibitors. A8B2U2. purified Giardia FBPA; note: potency is the fitted concentration of half-maximal effect; nearly all actives have a fitted effect of over 55% in size
Target sequence (A8B2U2 whole entry, looked up): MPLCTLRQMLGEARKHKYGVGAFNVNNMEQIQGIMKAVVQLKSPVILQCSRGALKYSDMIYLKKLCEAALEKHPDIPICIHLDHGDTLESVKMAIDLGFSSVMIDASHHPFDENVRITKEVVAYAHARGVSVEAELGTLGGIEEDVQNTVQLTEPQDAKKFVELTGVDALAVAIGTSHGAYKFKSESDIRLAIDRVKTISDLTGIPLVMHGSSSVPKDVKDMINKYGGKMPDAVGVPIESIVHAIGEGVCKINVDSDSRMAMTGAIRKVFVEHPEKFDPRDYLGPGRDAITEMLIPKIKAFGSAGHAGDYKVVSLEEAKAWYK
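40 nM FBPA preincubated 10 min at RT with compound (up to 57.5 uM final), then substrate plus GAPDH/TPI/NAD/arsenate coupling and diaphorase/resazurin added. Fluorescence read after 20 min at RT, 525/598 nm.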
Sm TGR block – qHTS Assay for the Inhibitors of Schistosoma Mansoni Peroxiredoxins; Schistosoma mansoni thioredoxin glutathione reductase (TGR), Q962Y6; purified TGR, DTNB reduction, TNB absorbance 405 nm; Potency, µM (series often up to 114 µM), for inactives: at the top dose activity change, negative = inhibition, most hits filed as inhibitors; 360,000 tested, 3% active; AID 485364, 2010; note: potency is the fitted concentration of half-maximal effect; nearly all actives have a fitted effect of over 60% in size
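TGR 20 nM + NADPH 100 uM (dispensed conc.), cpd preinc 15 min RT; start with NADPH (500 uM addition) then DTNB (15 mM addition). Kinetic TNB absorbance, 405 nm filter. Four-parameter Hill fit across titration.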
AmpC inh detg – qHTS Inhibitors of AmpC Beta-Lactamase (assay with detergent); P00811; AmpC hydrolysis of nitrocefin, absorbance 480 nm, 0.01% Triton; Potency, µM (top dose mostly 114 µM), for inactives: at the highest dose activity change, negative = inhibition, hits mostly inhibitors; 370,000 tested, 0.041% active; AID 485294, 2010;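 note: potency is the fitted concentration of half-maximal effect; 0% = no-compound wells and -100% = no-enzyme wells; nearly all actives have a fitted effect of over 25% in size; some results filed as inactive show a strong effect at the top dose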
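AmpC (5.3 nM in the dispensed reagent) in 20 mM phosphate pH 7.0 with 0.01% (detergent screen) or 0.0001% Triton X-100 was preincubated with compounds for 15 min at room temperature. Nitrocefin was then added from an 800 uM solution, and hydrolysis was followed at 480 nm.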
* hit, by the source's call; u = inconclusive; x = no result given; [ ] = another dose, or the depositor's remark. Unless noted, calls come from the whole dose curve; as a rule, active = well fitted curve in the direction sought with a large enough effect; inconclusive = small, poorly fitted or top-dose-only effect, or another doubt; inactive = no such curve, though single readings can be large; an effect the other way counts as inactive or inconclusive. Unless noted, % is set by controls: 0 for no effect and ±100 for the full control effect.

Letter code – A = AMA1-RON2 inh; B = AmpC no deterg; C = HCMV inh; D = FBPA Giardia inh; E = Sm TGR block; F = AmpC inh detg
> O=C(Cc1ccc(NC2=NC3CS(=O)(=O)CC3S2)cc1)NCc1ccccc1 (centres undefined)
  A: 2% | B: -14% | C: -4 | D: -29% | E: -1% | F: -7%

> COc1ccc(C(CC(=O)N2CCCCC2)C(C)C)cc1 (centres undefined)
  A: 13% | B: 30% | C: 11 | D: 7% | E: 1% | F: 6%

> COc1cccc(OCC(O)CN2CCc3ccccc3C2)c1 (centres undefined)
  A: 4% | B: -16% | C: 0 | D: x | E: -1% | F: -6%

> Cc1ccc(S(=O)(=O)NC(=O)Nc2ccc(F)cc2)cc1
  A: 2% | B: -13% | C: -24 | D: -4% | E: 7% | F: -2%

> O=C(Cc1ccc(NC2=NC3CS(=O)(=O)CC3S2)cc1)NCc1ccccc1Cl (centres undefined)
  A: 0% | B: -22% | C: 18 | D: -25% | E: -5% | F: u

> Cc1[nH]c2ccccc2c1/C=N/Nc1ccccc1[N+](=O)[O-]
  A: 32µM* | B: -32% | C: 0 | D: -24% | E: 14% | F: -10%

> COc1ccc(C(=O)CC(=O)C(=O)Nc2cc(OC)ccc2OC)cc1
  A: 16% | B: -17% | C: 27 | D: -25% | E: -9% | F: -9%

> CN(NC(=O)c1ccccc1F)c1ncccc1[N+](=O)[O-]
  A: 22% | B: -3% | C: 18 | D: -3% | E: 5% | F: -1%

> CCOC(=O)N1CCc2c(sc3ncn(Cc4ccc(F)cc4)c(=O)c23)C1
  A: -10% | B: 36% | C: 46 | D: -6% | E: 2% | F: 4%

> Cc1cccc(NP(C)(=O)c2nc3c(s2)CCCC3)c1 (centres undefined)
  A: u | B: 20% | C: 5 | D: -1% | E: 1% | F: u

> CC(C)C(NC(=O)c1ccc(C(C)(C)C)cc1)C(=O)NC1=NCCS1 (centres undefined)
  A: 4% | B: 35% | C: 21 | D: -7% | E: -32% | F: 0%

> O=c1c2ccccc2c(=O)n2n1Cc1ccccc1C2
  A: 0% | B: -5% | C: 47 | D: 6% | E: 0% | F: 4%

> Cc1[nH]c(=S)n(CC2CCCO2)c1C (centres undefined)
  A: 1% | B: -15% | C: -18 | D: u | E: 27% | F: -18%

> CCc1cc2c(=O)c(-c3ccc4c(c3)OCO4)coc2c(CN(C)C)c1O
  A: 7% | B: 25µM* | C: -28 | D: -4% | E: -14% | F: 3%

> O=C1CCCc2c1nc(-c1ccco1)n2O
  A: -3% | B: -8% | C: -33 | D: -12% | E: -5% | F: 0%

> Cn1c(CNC(=O)CNS(=O)(=O)c2ccc(F)cc2F)cc(=O)n(C)c1=O
  A: -12% | B: -6% | C: -1 | D: 0% | E: 0% | F: -6%

> COc1ccc(C(=O)OCC2CC(c3ccccc3)=NO2)cc1OC (centres undefined)
  A: -3% | B: -7%[2.29 µM] | C: 4 | D: 3% | E: 9% | F: -4%

> O=c1/c(=C\c2ccc(O)cc2)sc2nc(-c3ccccc3)c(-c3ccccc3)n12
  A: 20% | B: -12% | C: 0 | D: 1% | E: 3% | F: 1%

> CCCCCCCC1c2c(c(C)c(C)oc2=O)Oc2c(C)c(C)oc(=O)c21
  A: -9% | B: -19% | C: -14 | D: x | E: u | F: -1%

> Cc1ccc([N+](=O)[O-])cc1N1C(=O)CS/C1=N\NC(=O)c1cccnc1
  A: 10% | B: -15% | C: -17 | D: -1% | E: 2% | F: 4%

> O=C(CCCOc1ccccc1)NCCc1ccccc1
  A: 29% | B: -9% | C: -35 | D: 1% | E: -13% | F: 6%

> O=C(COc1ccc(Cl)cc1)Nc1sc2c(c1C(=O)Nc1cccc(Cl)c1)CCCC2
  A: x | B: x | C: -38 | D: x | E: 7% | F: 5%

> COc1ccc(N2C(=O)/C(=C/c3cccnc3)NC2=S)cc1
  A: 21% | B: 1% | C: -27 | D: -6% | E: -1% | F: u

> CCN1CCN(C(c2cccs2)C(C)NC(=O)c2ccccc2F)CC1 (centres undefined)
  A: 3% | B: -1% | C: -9 | D: 7% | E: -16% | F: -7%

> CC(=O)c1ccc(NC(=O)COC(=O)C2C3CC4OC(=O)C2C4C3)cc1 (centres undefined)
  A: -8% | B: -22% | C: 7 | D: 9% | E: 4% | F: -1%

> CCCC(c1nnnn1Cc1ccc(OC)cc1)N1CCC(C(N)=O)CC1 (centres undefined)
  A: 3% | B: 9% | C: -2 | D: -13% | E: -24% | F: -11%

> Cc1ccc(CNc2ccc(N3CCOCC3)c(Cl)c2)cc1
  A: u | B: -7% | C: 30 | D: -14% | E: -14% | F: -13%

> O=C(Nc1cccc(Oc2ccc3c(c2)C(=O)NC3=O)c1)c1ccco1
  A: -2% | B: u | C: 6 | D: 0% | E: -3% | F: -1%

> O=C(OCC(=O)N1CCCC1=O)c1ccc(Cl)cc1[N+](=O)[O-]
  A: -3% | B: -2% | C: 13 | D: x | E: 0% | F: -13%

> OCCCNC(c1ccccc1)c1ccc(O)cc1 (centres undefined)
  A: 4% | B: -9% | C: -27 | D: 2% | E: 0% | F: 0%

Overlap with the part before: three entries; new compounds follow.
Letter code – A = AMA1-RON2 inh; B = AmpC no deterg; C = HCMV inh; D = FBPA Giardia inh; E = Sm TGR block; F = AmpC inh detg
> O=C(Nc1cccc(Oc2ccc3c(c2)C(=O)NC3=O)c1)c1ccco1
  A: -2% | B: u | C: 6 | D: 0% | E: -3% | F: -1%

> O=C(OCC(=O)N1CCCC1=O)c1ccc(Cl)cc1[N+](=O)[O-]
  A: -3% | B: -2% | C: 13 | D: x | E: 0% | F: -13%

> OCCCNC(c1ccccc1)c1ccc(O)cc1 (centres undefined)
  A: 4% | B: -9% | C: -27 | D: 2% | E: 0% | F: 0%

> CC(=O)Nc1ccc(NC(=O)CSc2nnc(-c3cccnc3)o2)cc1
  A: -2% | B: -17% | C: -30 | D: x | E: -1% | F: u

> O=C(Nc1cc(Cl)ccc1-n1cncn1)c1cc(S(=O)(=O)N2CCOCC2)ccc1F
  A: 9% | B: 46% | C: -40 | D: x | E: 3% | F: 1%

> COC(=O)c1ccccc1NS(=O)(=O)c1cn(C)c(=O)n(C)c1=O
  A: 0% | B: -10% | C: 5 | D: 7% | E: 2% | F: 0%

> CCN1CCN(S(=O)(=O)c2cc(C(=O)O)ccc2Cl)CC1
  A: -4% | B: -5% | C: -2 | D: -9% | E: 22% | F: 4%

> Cc1ccc(C2=NN(CCC(=O)NCCCN3CCOCC3)C(=O)CC2)cc1
  A: 16% | B: 1% | C: 45 | D: 12% | E: -7% | F: 6%

> CCOC(=O)c1ccccc1N
  A: 4% | B: -11% | C: 12 | D: x | E: x | F: x

> O=C(COc1ccc(Cl)cc1Cl)NN1C(=O)C2C3C=CC([C@@H]2C1=O)C31CC1 (some centres undefined)
  A: -6% | B: -10% | C: 16 | D: 7% | E: -11% | F: 6%

> Cc1nnc(NC(=O)CN2CCN(Cc3ccc(F)cc3Cl)CC2)s1
  A: 62%[activator] | B: -8% | C: 12 | D: 3.2µM* | E: 3% | F: -11%

> Cc1cc(C)nc(N2CCCC(C(=O)NCc3ccc4c(c3)OCO4)C2)n1 (centres undefined)
  A: -11% | B: 8% | C: 73 | D: 5% | E: 7%[57.1 µM] | F: -6%

> COc1ccccc1C(=O)C1CCCN(C(=O)c2cn3cc(Cl)ccc3n2)C1 (centres undefined)
  A: 6% | B: -8% | C: 40 | D: -9% | E: 8% | F: -1%

> COc1ccc(C(=O)NCCNc2ncc(C(F)(F)F)cc2Cl)cc1[N+](=O)[O-]
  A: 4% | B: -34% | C: -23 | D: x | E: -12% | F: 10%

> S=C(NCCNC(=S)Nc1ccccc1Cl)Nc1ccccc1Cl
  A: 37%[activator] | B: -45% | C: u | D: u | E: 0% | F: 1%

> COC(=O)C(C)NC(=O)c1ccc(C(C)(C)C)cc1 (centres undefined)
  A: 0% | B: -16% | C: 24 | D: -5% | E: -11% | F: -1%

> CCN(CC)c1nc(N2CCN(C)CC2)nc2ccccc12
  A: 3% | B: -4% | C: 2 | D: u | E: 4% | F: -16%

> CC(=O)c1ccc(NC(=O)CSc2nc(=O)n(CCN3CCOCC3)c3c2CCC3)cc1
  A: 7% | B: 32% | C: -10 | D: x | E: -6% | F: u

> COc1ccc(C(=O)CN2C(=O)COc3ccccc32)cc1
  A: 20% | B: -4% | C: -20 | D: 2% | E: 0% | F: 2%

> CC(CCc1ccccc1)NC(=O)Cn1c(=O)nc(-c2ccccc2)c2cc(Cl)ccc21 (centres undefined)
  A: x | B: x | C: -26 | D: x | E: 4% | F: 10%

> O=P(COCCOCCOCCOCP(=O)(c1ccccc1)c1ccccc1)(c1ccccc1)c1ccccc1
  A: 0% | B: 225%[activator] | C: 8 | D: 7% | E: 3% | F: -1%

> Cc1ocnc1C(=O)Nc1ccc(Cl)cc1
  A: 13% | B: -9% | C: 67 | D: -20% | E: 1% | F: -2%

> Cc1cc(C(=O)N(C)C)sc1-c1ccccc1
  A: 0% | B: -4% | C: -28 | D: 7% | E: -2% | F: 3%

> Brc1ccc(NCc2cccc3ccccc23)nc1
  A: -8% | B: -25% | C: -21 | D: -10% | E: 1% | F: -9%

> C/C(=N\NC(=O)c1c(Cl)cnn1C)c1ccc(NC(=O)c2ccncc2)cc1
  A: 34%[activator] | B: 0% | C: 52 | D: 0% | E: 0% | F: -15%

> Cn1c(=O)oc2cc(S(=O)(=O)NCCN3CCc4ccccc4C3)ccc21
  A: 9% | B: -25% | C: 0 | D: -20% | E: 4% | F: -3%

> CCOc1ccc(S(=O)(=O)NCCC(=O)NCC2COc3ccccc3O2)cc1 (centres undefined)
  A: -4% | B: -7% | C: 5 | D: x | E: 5% | F: 1%

> COc1ccc2oc(C(=O)NNC(=O)c3ccc(F)cc3)c(C)c2c1
  A: 39%[activator] | B: -13% | C: -20 | D: x | E: -5% | F: u

> CC(=O)Nc1ccc(NC(=O)CSc2nc3c([nH]c4ccccc43)c(=O)n2-c2ccccc2F)cc1
  A: -5% | B: 22% | C: -25 | D: x | E: -8% | F: -1%

> C=CCOCCn1[nH]c2ccccc2c1=O
  A: 1% | B: -14% | C: -20 | D: x | E: -9% | F: -5%

> Cc1c(NC(=O)C(C)Oc2cccc(Cl)c2)c(=O)n(-c2ccccc2)n1C (centres undefined)
  A: 0% | B: 0% | C: -25 | D: x | E: 1% | F: -14%

> O=[N+]([O-])c1ccccc1Nc1c2ccccc2nc2ccccc12
  A: -7% | B: -28% | C: -62* | D: 2% | E: x | F: -8%

> COc1cnc(-c2ccccc2)[nH]c1=O
  A: 27% | B: -8% | C: -1 | D: 3% | E: 7% | F: 3%

> Cc1ccccc1CNC(=O)C1CCC(=O)N(Cc2cccc(F)c2)C1 (centres undefined)
  A: 10% | B: 19% | C: -6 | D: x | E: -7% | F: u

> Cc1ccccc1Nc1nc(-c2sc(NC(=O)c3ccco3)nc2C)cs1
  A: 13% | B: -27% | C: 25 | D: u | E: u | F: 3%

Screening results from PubChem BioAssay.
